# Screening data from PubChem BioAssay.
# EWS-Fli block: blocks EWS/Fli oncoprotein-driven transcription | A673 NR0B1-luciferase reporter, viability-normalised | AID 651661 | inhibition, % at 12.6 µM | 350,000 tested, 0.67% active;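 active = mean inhibition of at least 50% after viability correction, with every replicate also passing that limit; inconclusive = mean reaches 50% but only one of two replicates passes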;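 also: firefly luciferase signal divided by Alamar Blue viability fluorescence both relative to DMSO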
# PAX8 reporter: PAX8 transcriptional activity inhibition | inhibition, % at 12.6 µM | RMG-I TPO-luciferase reporter, SteadyGlo, 24 h | 360,000 tested, 1.2% active;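 active = mean replicate inhibition at least 60% with every replicate also reaching 60%; inconclusive = only one of the two criteria is met; inactive = mean below 60% and not all replicates reaching 60%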;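 also: luciferase light reporting Pax8 driven TPO promoter activity; plate controls were median of neutral control wells for no effect and mitoxantrone controls for full effect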
# PGC1a acetyl inh: lowers PGC1a acetylation signal in U2OS cells; AlphaScreen anti-acetyl-lysine; with virally co-expressed GCN5 acetyltransferase; inhibition, % at 15.6 µM; 350,000 tested, 0.17% active;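 active = every replicate shows inhibition of at least 40%; inconclusive = mean inhibition at least 40% but some replicate below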;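 also: 0% = neutral control wells and 100% = positive control wells; some results beyond the cut were filed as inactive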
# PglD inh: blocks C. jejuni PglD acetyltransferase activity; purified PglD enzyme, DTNB colorimetric CoA detection; inhibition, % at 12.5 µM; 360,000 tested, 0.098% active; AID 602405; in the data active = inhibition above about 16%, passing the limit was not always enough; inconclusive = no clear call, values can overlap the other calls; also: strong numbers were not always called active
# LGR2 inh: blocks bursicon-induced cAMP signaling via Drosophila LGR2; HEK293 LGR2, CRE-luciferase, bursicon-stimulated, 4 h; inhibition, % at 9.99 µM; 380,000 tested, 0.35% active; AID 720647;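 active = drop in luminescence signal, shown as inhibition above about 50% in the replicate tests, limit read from the data, passing the limit was not always enough; inconclusive = probably only some replicates passing the limit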;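 also: agonist challenge used bursicon conditioned medium at about half maximal strength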
# FN deposit inh: fibronectin deposition inhibition. inhibition, % at 12.6 µM. AH1F fibroblasts, Alexa488-fibronectin deposition fluorescence, overnight. 350,000 tested, 0.086% active;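 active = mean inhibition across replicates of 30% or more, regardless of how many single replicates reach that level; inconclusive = mean under 30% yet at least half of replicates reach 30%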;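 also: positive control wells lacked labelled fibronectin entirely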
#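 Schedule: 1 h cell adhesion before compound, then overnight fibronectin incubation; test system: AH1F fibroblast monolayer depositing Alexa488-labelled fibronectin into matrix; quantity: 10000 AH1F cells per well; probe or stimulus: fluorescent fibronectin at 24 nM final; signal: fluorescence, ex 485 nm, em 525 nm; evaluation: percent inhibition as loss of matrix-bound fibronectin fluorescence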
# S100A4 inh HTS: S100A4-myosin IIA interaction inhibition; inhibition, % at 10.7 µM; 360,000 tested, 0.14% active; AID 652163; S100A4/TAMRA-MyoIIA peptide fluorescence polarization; P26447;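 active = mean inhibition of at least 70% across replicates, with every replicate also reaching that level; inconclusive = mean inhibition reaches 70% but some replicates fall short; inactive = mean inhibition below 70%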
# Target sequence (P26447 whole entry, looked up): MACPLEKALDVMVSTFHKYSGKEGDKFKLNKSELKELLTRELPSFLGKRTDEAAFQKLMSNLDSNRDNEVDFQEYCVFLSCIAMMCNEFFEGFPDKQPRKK
#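 Material: S100A4 monomer protein | Medium: HEPES pH 7.2 with CaCl2, KCl, NaCl, DTT, Triton | Reagent: Labelled myosin peptide probe, 5 nM | Doses: One dose per compound | Times: 5 min incubation before reading | Benchmarks: Neutral control DMSO, positive control TFP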
# ERAP1 inh: blocks human ERAP1 aminopeptidase activity. 340,000 tested, 0.15% active. inhibition, % at 10.7 µM. AID 652197. recombinant ERAP1, Leu-AMC fluorescence, 60 min. Q9NZ08;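 active = mean replicate inhibition of at least 30%, or all replicates individually reaching that 30% level; inactive = mean below 30% and not every replicate reaching it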;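 also: 0% = neutral control wells and 100% = L-leucinethiol positive control wells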
# Target sequence (Q9NZ08 whole entry, looked up): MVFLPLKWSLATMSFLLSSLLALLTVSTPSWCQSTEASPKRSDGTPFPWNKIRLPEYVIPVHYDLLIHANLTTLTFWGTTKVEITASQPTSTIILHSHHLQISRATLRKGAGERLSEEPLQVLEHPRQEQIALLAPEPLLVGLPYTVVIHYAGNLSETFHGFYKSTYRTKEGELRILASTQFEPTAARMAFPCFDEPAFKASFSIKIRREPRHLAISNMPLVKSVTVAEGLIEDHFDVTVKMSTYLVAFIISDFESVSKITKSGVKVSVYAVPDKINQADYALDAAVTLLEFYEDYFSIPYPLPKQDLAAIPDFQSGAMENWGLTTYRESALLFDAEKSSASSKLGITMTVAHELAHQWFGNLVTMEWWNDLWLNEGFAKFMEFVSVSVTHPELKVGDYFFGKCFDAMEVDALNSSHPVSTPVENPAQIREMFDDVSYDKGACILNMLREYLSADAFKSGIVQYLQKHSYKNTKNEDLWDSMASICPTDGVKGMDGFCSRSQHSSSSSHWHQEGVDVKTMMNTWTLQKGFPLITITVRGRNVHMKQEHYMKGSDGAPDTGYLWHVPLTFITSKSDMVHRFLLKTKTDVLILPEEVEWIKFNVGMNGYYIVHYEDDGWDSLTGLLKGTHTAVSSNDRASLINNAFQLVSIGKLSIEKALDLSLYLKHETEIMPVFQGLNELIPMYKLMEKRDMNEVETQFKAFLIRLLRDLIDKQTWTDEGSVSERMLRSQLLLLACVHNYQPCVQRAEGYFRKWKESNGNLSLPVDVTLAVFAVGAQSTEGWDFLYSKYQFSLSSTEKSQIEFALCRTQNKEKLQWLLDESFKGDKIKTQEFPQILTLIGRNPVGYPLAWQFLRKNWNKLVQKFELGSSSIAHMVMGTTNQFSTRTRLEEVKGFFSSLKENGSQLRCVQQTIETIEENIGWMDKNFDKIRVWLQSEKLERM
# Numbers without * were called inactive; ? = inconclusive; . = not tested or not shown; & = joins results of further samples. Not a hit list; any-hit rate near 2.1%.
SMILES,EWS-Fli block,PAX8 reporter,PGC1a acetyl inh,PglD inh,LGR2 inh,FN deposit inh,S100A4 inh HTS,ERAP1 inh
N#Cc1c(Cl)nsc1NN,-11,3,-4,.,14,.,3,9
CC(C)NC(=O)Nc1ccc2c(c1)C(=O)N(C)[C@@H]1CC[C@@H](CC(=O)NCc3ccc(F)cc3)O[C@@H]1CO2,6,-5,.,0,3,-1,0,-4
O=C(CN1C(=O)NC2(CCSC2)C1=O)NCc1ccccc1 (stereo unspecified),-5,6,.,-3,0,-2,0,-2
CCOC(=O)/C(C#N)=C/c1cn(CCOc2ccc(OC)cc2)c2ccccc12,6,12,.,.,7,13,-5,20
CCN1CCN(C(=O)c2cc(COc3c(C)cccc3C)on2)CC1,-12,-21,2,2,2,-4,-1,-1
O=C(CSc1n[nH]c(-c2cccnc2)n1)Nc1cccc(Cl)c1,-12,10,-9,.,3,4,-2,1
CS(=O)(=O)Nc1ccc(C(=O)Nc2ccccc2Cl)cc1,-11,-22,0,.,-14,6,-8,-3
CCC(=O)N(C)C[C@H]1Oc2cc(-c3cccc(OC)c3)ccc2S(=O)(=O)N([C@H](C)CO)C[C@@H]1C,-3,.,-1,7,-10,-2,-2,-3
CCc1ccc(OCCCCN(C)Cc2ccccc2)cc1,6,2,-24,-11,2,-2,-3,1
COC(=O)[C@H]1[C@H](CO)[C@H]2Cn3c(ccc(-c4cncnc4)c3=O)[C@H]2N1C(=O)C1CCC1,5,-64,-11,1,-6,.,8,4
O=c1ccc(-c2ccccc2)nn1Cc1ccccc1F,-1,7,-14,-48,-6,6,-4,-1
CCC(c1nnnn1-c1ccc2c(c1)OCCO2)N1CCN(c2ncccn2)CC1 (stereo unspecified),4,-7,.,.,11,-4,-2,0
Cc1ccnc(NC(=O)c2ccc(NC(=O)CC3SC(N4CCCC4)=NC3=O)cc2)c1 (stereo unspecified),-30,-3,1,.,-3,3,0,-2
C=CCc1ccccc1OCCn1nnc2ccccc21,7,-8,11,10,-12,7,0,-1
CC(C)Cn1nnc2c(=O)oc3ccccc3c21,.,.,3,-7,12,17,.,.
CC1=CC(=O)C=C(C)C1=NOc1ccc([N+](=O)[O-])cc1,10,21,10,.,19,-6,-3,3
COc1ccccc1NC(=O)N1C[C@H](O)COC[C@H]2O[C@@H](CC(=O)NCc3ccccc3)CC[C@@H]21,7,-7,-20,-2,-8,-3,-1,-1
CCOC(=O)c1oc2c(CN3CCN(CCO)CC3)c(O)c(CC)cc2c(=O)c1-c1nc2ccccc2s1,5,33,5,.,11,1,-5,0
CC(C)(C)OC(=O)NCCCCCc1nnc(SCC(=O)Nc2cccc(Cl)c2)o1,.,-11,-2,5,.,-3,.,.
Fc1ccccc1N1CCN(C(c2ccncc2)c2nnnn2C2CCCC2)CC1 (stereo unspecified),-3,.,0,-2,-5,.,4,6
O=C(Nc1ccc(N2CCOCC2)c(Cl)c1)c1ccc([N+](=O)[O-])o1,14,71*,.,.,-64,.,-1,2
CCN(CC(=O)Nc1c(F)cccc1F)C(=O)c1ccc(COc2ccccc2)o1,-4,1,.,8,4,2,11,1
Cc1nn(-c2ccccc2)c(C)c1NC(=O)COC(=O)c1cc([N+](=O)[O-])ccc1NCCO,-1,9,2,-6,14,-4,-8,4
O=C(C[C@@H]1C[C@@H]2c3cc(NC(=O)c4ccc5c(c4)OCO5)ccc3O[C@@H]2[C@@H](CO)O1)NCc1cccc(F)c1,-2,-2,-12,5,-4,-17,7,1
COc1ccc2c3c(n(C)c2c1)[C@@H](CO)N(C(=O)Nc1ccc(F)cc1)CC31CN(C(=O)Cc2ccncc2)C1,3,13,-9,.,-19,6,-8,4
COc1cccc(CNC(=O)CCl)c1,4,38,-1,-5,-1,-5,0,-1
C[C@@H]1CN([C@H](C)CO)C(=O)c2cccc(NC(=O)c3nc4ccccc4s3)c2O[C@@H]1CN(C)C,-326,-13,-3,0,-4,.,6,0
Cc1cc(Nc2ccc(Br)cc2)nc2ccccc12,-102,-25,.,.,-28,-6,1,6
COC(=O)c1nc2n(n1)C(c1cccc(Cl)c1)C1=C(CCCC1=O)N2 (stereo unspecified),32,-4,10,-10,4,-1,-2,-7
O=C(COc1cccc2c1CCNC2=O)NC1CCCCC1,7,8,.,4,-2,6,1,-4

# Sorted by the number under ERAP1 inh (rising): three from the list above.
compound	ERAP1 inh
C=CCc1ccccc1OCCn1nnc2ccccc21	-1
CCOC(=O)c1oc2c(CN3CCN(CCO)CC3)c(O)c(CC)cc2c(=O)c1-c1nc2ccccc2s1	0
CC1=CC(=O)C=C(C)C1=NOc1ccc([N+](=O)[O-])cc1	3

# 2 compounds picked at random from those above:
SMILES,EWS-Fli block,PAX8 reporter,PGC1a acetyl inh,PglD inh,LGR2 inh,FN deposit inh,S100A4 inh HTS,ERAP1 inh
Cc1nn(-c2ccccc2)c(C)c1NC(=O)COC(=O)c1cc([N+](=O)[O-])ccc1NCCO,-1,9,2,-6,14,-4,-8,4
O=C(COc1cccc2c1CCNC2=O)NC1CCCCC1,7,8,.,4,-2,6,1,-4

# Other entries.
SMILES,EWS-Fli block,PAX8 reporter,PGC1a acetyl inh,PglD inh,LGR2 inh,FN deposit inh,S100A4 inh HTS,ERAP1 inh
Cc1ccc(C)c(S(=O)(=O)Nc2cccc(-n3cnnn3)c2)c1,-17,11,-14,-5,1,3,-4,-1
C[C@]1(C2CCCC2)Cc2cc(OCC(=O)O)c(Cl)c(Cl)c2C1=O,-2,-11,2,0,-7,-5,-3,1
C[C@@H]1CCCCO[C@@H](CN(C)C(=O)Cc2ccccc2)[C@@H](C)CN([C@H](C)CO)C(=O)c2cc(NC(=O)CCCCCC(=O)Nc3ccccc3N)ccc2O1,2,.,2,1,16,.,-9,-2
O=C(CNc1ccc(Cl)c(C(F)(F)F)c1)N1CCN(S(=O)(=O)c2ccccc2)CC1,10,25,.,-1,-14,-6,-3,-2
Cc1ccc(CN2CCNC(=O)C2CC(=O)N(C)C2CCOCC2)cc1 (stereo unspecified),.,15,-4,-99,-1,0,-2,-2
Cc1cc(C)n2nc(C(=O)OCC(=O)Nc3ccc(C)c(F)c3)nc2n1,-11,-3,-1,-5,-12,.,0,1
O=S(=O)(NCc1ccccc1)c1cc(Br)ccc1Br,-3,-27,.,.,-19,1,-23,-1
Cc1ccccc1N1CCN(C2CCCN(C(=O)CCC(=O)N(C)C)C2)CC1 (stereo unspecified),2,15,11,4,21,-3,-3,-2
COC(=O)c1ccccc1NC(=O)CNc1cc(OC)c(OC)cc1C,5,4,.,.,.,-16,3,3
C[C@H](CO)N1C[C@H](C)[C@H](CN(C)Cc2ccc(Cl)c(Cl)c2)Oc2ccc(NC(=O)Nc3ccc(C(F)(F)F)cc3)cc2C1=O,46,.,1,-2,7,-14,-12,0
Cc1ccc(CN2CCN(CC(=O)NC(C)CCc3ccccc3)C2=O)cc1 (stereo unspecified),-2,3,2,-5,-9,.,-5,-3
CCN(CC)C(=O)CSc1nnc(COc2ccc(OC)cc2)n1N,4,4,4,.,-7,.,-2,-11
COCC(=O)N(C)C[C@@H]1Oc2ncc(C#Cc3ccc(F)cc3)cc2C(=O)N([C@H](C)CO)C[C@H]1C,-2,.,22,-1,-1,18,4,-1
O=C(CSc1nc(-c2ccccc2)cs1)NCCCN1CCCC1=O,3,3,6,4,-1,4,3,0
Cc1nnc(SCC(=O)NNC(=O)c2ccc(Cl)cc2)s1,0,11,.,1,7,5,-4,-6
O=C(/C=C/c1ccco1)N1CCN(S(=O)(=O)c2cccc([N+](=O)[O-])c2)CC1,-4,-9,1,4,-10,-15,1,-1
O=C(COC(=O)c1ccccc1C(=O)c1ccccc1)NCc1ccc(F)cc1,-5,23,-15,7,12,-12,-9,-1
CCC(c1nnc(SCC(=O)Nc2ccc(C(N)=O)cc2)n1Cc1ccccc1)N(C)C (stereo unspecified),6,1,0,-1,-1,.,-1,0
Cc1ccsc1/C=N/NC(=O)CN1CCN(S(=O)(=O)c2ccc(Br)cc2)CC1,.,-20,1,1,-28,-4,.,.
O=S(=O)(Cc1noc(-c2ccc(OC(F)(F)F)cc2)n1)c1ccc(F)cc1,-16,-22,6,-3,-18,1,4,1
COc1ccc2nc3oc(C(=O)N4CCC(C(N)=O)CC4)cc3cc2c1,.,-58,-3,-5,.,-9,.,.
CC1(C)Cc2nc3sc(C(=O)NCCCO)c(N)c3cc2CO1,-46,-49,-1,.,0,-9,1,1
CCC(=O)Nc1nnc(SCCN2CCOCC2)s1,8,-12,.,.,1,2,-2,3
CCc1cc(OCCCSc2nc(C)cc(=O)[nH]2)ccc1Cl,.,.,-5,-5,-4,4,.,.
C[C@@H]1CN([C@@H](C)CO)C(=O)c2cc(NC(=O)Nc3cccc4ccccc34)ccc2O[C@@H](C)CCCCO[C@H]1CN(C)Cc1ccc(C(=O)O)cc1,-6,4,12,3,0,.,-3,-4
COc1ccc(CNC(=O)c2ccc(CS(=O)(=O)c3ccc(OC)cc3)o2)cc1,4,2,-4,2,-4,-3,0,-3
CCNC(=S)NNC(=O)CCc1nc2cc(Cl)ccc2n(Cc2ccccc2)c1=O,14,3,34,0,1,17,5,-9
Cc1cc(C)n2ncc(C(=O)O)c2n1,3,7,3,.,-32,-3,-2,6
C[C@H](O)C#Cc1ccc2c(c1)O[C@@H](CN(C)CC1CCOCC1)[C@@H](C)CN([C@@H](C)CO)S2(=O)=O,-11,-10,-1,-3,9,-14,.,.
O=c1[nH]c(CN2CCN(c3ccc(O)cc3)CC2)nc2scc(-c3ccc(Cl)cc3)c12,60*,?,.,.,-15,10,-2,5
CCOc1ccc(C(C)=O)cc1CN1C(=O)C(=O)N(CC)C1=O,6,11,.,.,-5,-2,-2,0
CC=Cc1ccc2n(c1=O)C[C@H]1[C@H](CO)[C@@H](C(=O)N3CCCCC3)[C@@H]2N1C(=O)C1CCC1 (mixture of isomers),0,.,.,-1,-18,.,5,1
CCNC(=O)[C@@H]1[C@@H](CO)[C@@H]2Cn3c(ccc(C4=CCCCC4)c3=O)[C@@H]2N1C(=O)CC1CC1,-7,-13,.,2,-9,.,-3,-3
CC1CCc2onc(C(=O)NCc3ccco3)c2C1 (stereo unspecified),-16,-46,-3,2,-12,0,-2,-2
CCOCCCn1c(SCc2nc3ccccc3s2)nc2ccccc2c1=O,-36,-66,.,.,?,5,-5,4
NC(=S)N/N=C/c1ccccc1[N+](=O)[O-],0,13,-2,.,-24,-6,-23,-1
CSc1ncccc1C(=O)OCC(=O)c1cccs1,-3,9,4,7,-18,2,-6,0
Fc1ccc(C2NC(=S)NC3=C2N2CCC3CC2)cc1 (stereo unspecified),0,.,-5,3,-2,.,-3,1
COc1ccc(NC(=O)CS(=O)(=O)c2cn(CC(=O)N3CCCC3)c3ccccc23)c(OC)c1,1,1,-7,3,-7,9,-5,-5
CC(C)C#Cc1cnc2c(c1)C(=O)N([C@H](C)CO)C[C@H](C)[C@@H](CN(C)C(=O)c1ccccn1)O2,-4,.,0,1,-10,-3,-3,-2
CSC(=S)NCc1cccnc1,23,64*,-8,.,9,8,-7,10
Cc1ccc(C)c(N2CCN(C(=O)C3CCN(S(=O)(=O)c4c(C)noc4C)CC3)CC2)c1,14,50,0,-4,-10,12,-38,.
CN(C)CC(=O)N[C@@H]1CC[C@@H](CC(=O)NCCN2CCCCC2)O[C@@H]1CO,3&-6,0&-2,-4,5,1&-3,6&1,-3&-1,-7
